HBB splice mod: alters splicing of the hemoglobin beta chain; HBB splicing reporter cell assay, activation; EGFP reporter with mutant IVS2-654 intron; response scale: normalised to 500 nM splice-correcting PNA; Potency, µM (doses to about 46.1 µM), for the others: at the highest dose activation, usual class: activators; hit rate 0.06% among 65,000; also: potency is read from the fitted curve at half-maximal effect; 0% is about no effect
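HeLa cells stably expressing EGFP interrupted by mutant beta-globin intron 2 (IVS2-654), 500/well in 2% FCS. Treated with compound for 2 days at 37C. Splicing correction scored as total well GFP intensity (488 nm excitation, 500-520 nm emission); 500 nM antisense PNA served as control.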
Pol III holo inh: inhibitors of bacterial DNA polymerase III holoenzyme. Potency, µM (highest dose often 57.1 µM), inactives show at the top dose activity change, negative = inhibition. hit rate 0.25% among 71,000. reconstituted DNA polymerase III holoenzyme replication, biochemical; also: potency is read from the fitted curve at half-maximal effect; % is scaled to controls: 0 for no effect and ±100 for the full control effect
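Reconstituted *E. coli* holoenzyme (0.35 nM Pol III, 1 nM beta, 154 nM SSB, 2 nM primase) was preincubated with compound for 15 min at RT. Synthesis on 1.4 nM ssM13Gori ran 35 min, then was stopped with PicoGreen/EDTA and read as dsDNA fluorescence.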
HADH2 inhib: blocks human hydroxyacyl-CoA dehydrogenase type II. Q99714. recombinant HADH2, NADH fluorescence, beta-hydroxybutyryl-CoA. Potency, µM (series often up to 57.1 µM), without a hit: top-dose activity change, negative = inhibition, usual class: inhibitors. hit rate 3.4% among 73,000; also: potency is read from the fitted curve at half-maximal effect; % is scaled to controls: 0 for no effect and ±100 for the full control effect; nearly all actives have a fitted effect of over 60% in size; many of its hits are not listed in these tables
Target sequence (Q99714 whole entry, looked up, one chain of several): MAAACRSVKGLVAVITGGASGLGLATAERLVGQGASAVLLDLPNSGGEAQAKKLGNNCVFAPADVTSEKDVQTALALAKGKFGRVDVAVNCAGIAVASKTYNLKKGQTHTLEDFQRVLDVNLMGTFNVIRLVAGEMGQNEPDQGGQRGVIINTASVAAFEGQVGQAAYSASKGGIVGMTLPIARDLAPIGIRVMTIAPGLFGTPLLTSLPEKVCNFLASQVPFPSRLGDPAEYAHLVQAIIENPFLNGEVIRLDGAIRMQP
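Buffer 100 mM Tris-HCl pH 9.0/0.01% Tween-20; HADH2 20 nM; NAD+ 1 mM; beta-hydroxybutyryl-CoA 90 uM (all final). 15 min cpd preincubation, RT.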
Texas Red fluor: Texas Red region autofluorescence | Compound fluorescence, Texas Red channel, 547/618 nm; active compounds read high | AID 587 | max dye-equivalent concentration, M | hit rate 0.06% among 59,000; in the data active = max dye-equivalent concentration above about 10 nM; inconclusive = between about 1.1 nM and that limit
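Compound fluorescence was read after 15 min at room temperature in 100 mM Tris, pH 8.0, using 547 nm excitation and 618 nm emission across a concentration series. It was expressed as Texas Red dye-equivalent concentration from an on-plate standard curve.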
Rhodamine fluor: rhodamine region autofluorescence; Rhodamine-region fluorescence, 547/598 nm, Tris buffer; active compounds read high; max dye-equivalent concentration, M; hit rate 0.05% among 59,000; AID 594; in the data active = max dye-equivalent concentration above about 11 nM; inconclusive = between about 1.1 nM and that limit
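Read-out is relative fluorescence at 547 nm excitation and 598 nm emission, expressed as dye-equivalent concentration using rhodamine standards on every plate. Each compound was profiled across a concentration series after 15 min in 100 mM Tris, pH 8.0.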
Hsp90 Hop PPI: changes Hsp90-Hop TPR2A binding signal, up or down | AlphaScreen TPR2A-His6 binding biotin-Hsp90 C-terminal peptide | Potency, µM (top dose mostly 57 µM), for the others: top-dose activity change, negative = inhibition | hit rate 0.44% among 71,000 | AID 595; active = well fitted curve in either direction with a large enough effect; inconclusive = small, poorly fitted or top-dose-only effect, or another doubt; also: potency is read from the fitted curve at half-maximal effect; % is scaled to controls: 0 for no effect and ±100 for the full control effect; many of its hits are not listed in these tables
ALOX15 inhib: inhibitors of human 15-lipoxygenase (ALOX15); AID 887; hit rate 1.4% among 74,000; purified 15hLO-1, xylenol orange hydroperoxide absorbance; Potency, µM (top dose mostly 57.1 µM), inactives show at the highest dose activity change, negative = inhibition, usual class: inhibitors; P16050; also: potency is read from the fitted curve at half-maximal effect; % is scaled to controls: 0 for no effect and ±100 for the full control effect; nearly all actives have a fitted effect of over 55% in size
Target sequence (P16050 whole entry, looked up): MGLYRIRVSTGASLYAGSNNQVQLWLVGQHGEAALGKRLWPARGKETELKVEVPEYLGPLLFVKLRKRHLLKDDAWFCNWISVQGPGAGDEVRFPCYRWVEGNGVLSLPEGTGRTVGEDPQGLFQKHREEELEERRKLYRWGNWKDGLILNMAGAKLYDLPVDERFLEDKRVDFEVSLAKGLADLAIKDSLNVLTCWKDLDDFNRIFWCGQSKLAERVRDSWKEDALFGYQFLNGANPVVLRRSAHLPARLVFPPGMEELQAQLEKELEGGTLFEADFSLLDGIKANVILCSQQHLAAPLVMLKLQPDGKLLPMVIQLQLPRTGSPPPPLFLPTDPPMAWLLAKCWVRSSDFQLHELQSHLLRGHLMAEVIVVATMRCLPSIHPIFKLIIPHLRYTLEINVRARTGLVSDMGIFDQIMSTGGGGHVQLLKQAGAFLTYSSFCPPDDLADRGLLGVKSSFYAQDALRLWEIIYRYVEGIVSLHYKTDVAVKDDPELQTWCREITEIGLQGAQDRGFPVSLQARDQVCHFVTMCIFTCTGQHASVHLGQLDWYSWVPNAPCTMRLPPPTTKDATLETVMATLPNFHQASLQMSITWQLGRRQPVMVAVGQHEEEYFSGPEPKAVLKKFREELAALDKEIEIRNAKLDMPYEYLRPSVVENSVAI
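Quantitative HTS in 25 mM Hepes pH 7.5 containing 0.01% Triton X-100: human 15hLO-1 at 40 nM, arachidonic acid at 50 uM, 6 min turnover. Product quantified via ferrous oxidation/xylenol orange, 573:405 nm absorbance ratio.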
Fluorescein fluor: compound autofluorescence in fluorescein spectral region; Compound autofluorescence, 480/540 nm, fluorescein-equivalent; active compounds read high; max fluorescein-equivalent concentration, M; hit rate 0.91% among 59,000; AID 593; in the data active = max fluorescein-equivalent concentration above about 10 nM; inconclusive = between about 1.1 nM and that limit
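In this qHTS profile, compound fluorescence was measured with a 480 nm/540 nm filter pair following a 15-min room-temperature incubation in 100 mM Tris (pH 8.0). A six-point fluorescein series on each plate served for normalization.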
4MU fluor: 4-MU region autofluorescence | compound autofluorescence, 340/450 nm, 4-MU equivalents; active compounds read high | max dye-equivalent concentration, M | hit rate 11% among 59,000 | AID 589; in the data active = max dye-equivalent concentration above about 10 nM; inconclusive = mostly about 1.1 nM to 9.6 nM
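Compounds in 100 mM Tris, pH 8.0, incubated 15 min at room temperature, then fluorescence read at 340 nm excitation/450 nm emission. Signal converted to 4-MU dye-equivalent concentration using an on-plate six-point 4-MU standard curve.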
Ub-GFP proteasome: proteasome inhibitors stabilizing ubiquitin-GFP reporter. AID 526. 67,000 tested, under 10 active. Ubiquitin-GFP reporter cells, proteasome inhibition, GFP fluorescence; response scale: untreated = 0%, 10 µM MG-132 = 100%. Potency, µM (titrated, usually from 45.9 µM), for the others: at the highest dose activation (GFP accumulation), actives largely listed as activators; active = well fitted activation curve with a large enough effect, not every such curve was filed as active; inconclusive = small, poorly fitted or top-dose-only effect, or another doubt; inactive = no such curve, though single readings can be large or run the other way; also: potency is read from the fitted curve at half-maximal effect
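U2OS cells expressing ubiquitin(G76V)-GFP, seeded overnight in 0.5% FBS medium, then treated 4 hr at 37 C across 46 uM to 2.9 nM. GFP-positive cells counted by laser cytometry (488 ex/515 em); %activity scaled between basal and 10 uM MG-132.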
Epigenetic mod: epigenetic modulators derepressing GFP locus in mouse cells; mouse C127i GFP locus derepression, cytometry, 30 h; Potency, µM (titrated, usually from 46.1 µM), without a hit: at the highest dose GFP derepression (activation); hit rate 0.09% among 68,000; AID 597; also: % of control where 0% means no effect
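Locus derepression in mouse mammary C127i cells whose integrated CMV-GFP reporter is normally silent; GFP expression after 30 h compound treatment was quantified by counting fluorescent cells.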
* = called active by the depositor; i = inactive; ? = inconclusive; . = not tested or not shown; ! = not confirmed by another sample; [ ] = remark or other dose. Unless noted, calls follow the shape of the dose curve; as a rule, active = well fitted curve in the direction sought with a large enough effect; inconclusive = small, poorly fitted or top-dose-only effect, or another doubt; inactive = no such curve, though single readings can be large; an effect the other way counts as inactive or inconclusive. This is a subset; the hit share may differ from the screen's.

compound	HBB splice mod	Pol III holo inh	HADH2 inhib	Texas Red fluor	Rhodamine fluor	Hsp90 Hop PPI	ALOX15 inhib	Fluorescein fluor	4MU fluor	Ub-GFP proteasome	Epigenetic mod
CC1CCCCC1NC(=O)c1nnc(Cc2ccc(Cl)cc2)o1 (stereo unspecified)	0.0%	9%	0%	.	.	-5%	10%	.	.	-3%	-6%
COc1ccccc1N1CCN(C(=O)c2cc3n(n2)C(C(F)(F)F)CC(c2ccco2)N3)CC1 (stereo unspecified)	-0.2%[57.5 µM]	-2%	-3%	?	i	-13%	13%	i	i	-3%	0%
CCn1nc(CC(=O)Nc2nnc(CC(=O)N3CCCCC3)s2)c2ccccc2c1=O	0.1%[57.5 µM]	-6%	-13%	i	i	-1%	-1%	?	i	-1%	0%
COc1ccc(NC(=O)N2CCCC3(CCN(C(=O)c4ccco4)CC3)C2)cc1	0.0%	-9%	4%	i	i	0%	9%	i	i	-7%	3%[9.22 µM]
Cc1cccc(-c2nc(CS(=O)CC(=O)NCCCSC3CCCCC3)c(C)o2)c1 (stereo unspecified)	-1.7%	0%	-14%	i	i	1%	?	i	i	0%	0%
CCn1c(=O)cc(SCC(=O)NCc2cccnc2)c2ccccc21	-0.7%	-3%	3%	i	i	2%	-6%	i	?	11%	0%
COc1ccc(C(=O)NC(=O)N2CCCCC2)cc1	-0.4%	-4%	3%	?	i	-2%	?	i	i	4%	-3%
COCCCn1c(SCC(=O)Nc2ccc(C(=O)OC)cc2)nc2ccccc2c1=O	.	-7%	-1%	?	i	1%	5%	i	i	-6%	0%
COCCn1c(=O)c(-c2cn(C)c3ccccc23)nc2cnc(Oc3cccc(Cl)c3)nc21	0.8%	-8%	5%	i	i	2%	0%	?	i	1%	0%[9.22 µM]
CCCn1c(NC(=O)c2cccc(S(=O)(=O)N3CCCC3)c2)nc2ccccc21	-5.4%[57.5 µM]	2%	?	i	i	-3%	0%	i	3.3e-08M*	-3%	-2%
CCOc1ccc(S(=O)(=O)n2cnc3cc(C)c(C)cc32)cc1	.	-2%	4%	i	i	165%	-2%	i	i	4%	-5%
CCC(C)NC(=O)C(Cc1ccccc1)n1cccc1 (stereo unspecified)	-0.6%	0%	8%	.	.	?	-9%	.	.	-6%	0%
CCc1cc(C(=O)Cc2ccc(F)cc2)c(O)cc1O	-1.8%[9.22 µM]	-6%	?	.	.	-2%	?	.	.	-6%	-2%
CCOc1ccccc1C1N(c2ccc(F)cc2)C(=O)C2CCCN21 (stereo unspecified)	3.2%	1%	2%	i	i	0%	2%	i	?	14%	0%
O=C(Nc1nc(-c2nc3ccccc3s2)cs1)C1CC1	-0.8%	-3%	-2%	.	.	0%	-16%	.	.	0%	.
COc1ccc(OC)c(Nc2cc(C)nc3nc(C)nn23)c1	0.6%	-12%	10%	.	.	-3%	7%	.	.	15%	5%
CCOC(=O)C1C2C=CC3(CN(C4CCCC4)C(=O)C13)O2 (stereo unspecified)	.	-5%	9%	i	i	0%	-1%	i	i	-1%	-1%
O=P(O)(CCP(=O)(O)c1ccccc1)c1ccccc1	6.1%[9.22 µM]	-6%[11.4 µM]	6%[11.4 µM]	i	i	-2%[11 µM]	6%[11.4 µM]	i	i	2%[9.17 µM]	2%[9.22 µM]
CC(C)CCOc1cccc(C2c3c(oc4ccccc4c3=O)C(=O)N2CCCN2CCOCC2)c1 (stereo unspecified)	-1.0%	-6%	3%	.	.	-7%	17%	.	.	-7%	.
COc1cc(OC)cc(C(=O)N2CCN(S(C)(=O)=O)CC2)c1	0.1%	0%	-3%	i	i	-4%	7%	i	i	5%	0%
COc1ccc(/C(O)=C2\C(=O)C(=O)N(CCN(C)C)C2c2cccc(OC)c2OC)cc1 (stereo unspecified)	.	.	.	?	i	.	.	i	i	.	5%[20.6 µM]
Cn1c(=O)cc(SCC(=O)N2CCN(Cc3ccc4c(c3)OCO4)CC2)c2ccccc21	-1.2%	-5%	-11%	i	i	-6%	1%	i	i	2%	-2%
O=C(O)c1ccc(F)c(S(=O)(=O)Nc2ccccc2Cl)c1	0.3%	-3%	-2%	i	i	-2%	7%	i	i	4%	0%
CC(C)C(=O)Nc1cccc(C(=O)NCCc2ccc(S(N)(=O)=O)cc2)c1	0.7%	-2%	14%	i	i	-2%	-3%	?	i	9%	2%
CCC1=NC(c2ccccc2Cl)N(O)C1(C)C (stereo unspecified)	-2.8%	-9%	6%	.	.	-5%	22%	.	.	15%	-2%
O=C(NCCCN1CCOCC1)c1ccc(S(=O)(=O)N2CCOCC2)cc1	-0.1%	8%	20%	.	.	?	4%	.	.	0%	0%
Cc1ccc(-c2nnc(-c3ccc(Br)cc3)o2)o1	.	-1%	-14%	i	i	-1%	1%	i	i	3%	0%
COc1cc2ccc(=O)oc2cc1O	1.9%[20.6 µM]	-2%	5µM*!	i	i	-6%	1%[25.6 µM]	?	8.2e-06M*	-1%	-2%[9.22 µM]
O=C(NCCCN1CCOCC1)c1cc(-c2ccc(Cl)cc2)on1	7.0%	-1%	-3%	i	i	1%	-12%	i	i	-5%	1%
N#Cc1ccc(CN2CC[C@@]3(CCCN(C(=O)c4ccco4)C3)C2)cc1	1.2%	-5%	3%	i	i	-3%	-5%	i	i	7%	2%[9.22 µM]
Cc1csc2nc(CNC(=O)c3cccc(C(F)(F)F)c3)cn12	-1.6%	-2%	8%	i	i	0%	7%	i	i	4%	-2%
CC(C)CNC(=O)CSc1nnc(-c2ccccn2)n1Cc1ccccc1	.	-3%	14%	i	i	-7%	-8%	?	i	-3%	-1%
Cc1nc(-c2cccc(S(=O)(=O)N3CCOCC3)c2)cs1	1.2%[57.5 µM]	3%	1µM*	i	i	-8%	?	i	2.3e-07M*	-2%	0%
COc1ccccc1OCCCCNC(C)(C)C	-4.8%	0%	12%	.	.	-2%	-1%	.	.	-4%	0%
CC1CCN(CCc2nc3cc(NC(=O)Nc4ccccc4)ccc3n2C)CC1	-0.9%	-6%	5%	?	i	-3%	-1%	i	i	-5%	0%
CCC1(CC)NC(=O)N(CC(=O)OCn2nnc3ccccc3c2=O)C1=O	-0.3%[57.5 µM]	-8%	-3%	i	i	0%	2%	i	i	0%	0%
CCc1ccc(Nc2cc(=O)n(C3CCCCC3)c(=O)[nH]2)cc1	-0.3%	3%	10%	i	i	1%	-5%	i	?	-17%	0%
CCc1nnc(NC(=O)c2ccc(S(=O)(=O)N(CC)Cc3ccccc3)cc2)o1	-0.4%	2%	-5%	i	i	-17%	94%[activator]	i	i	-4%	0%
COc1cccc2sc(N)nc12	-1.2%	-3%	-11%	.	.	-1%	-10%	.	.	.	.
CCOc1ccccc1Nc1nc2ccccc2n2cnnc12	-0.8%	2%	8%	.	.	1%	13%	.	.	-1%	-3%
CCN(CC)CCCN1C(=O)C(O)=C(C(=O)c2ccco2)C1c1cc(OC)ccc1OC (stereo unspecified)	-0.7%[1.84 µM]	0%	10%	i	i	-1%	-4%	i	i	1%	0%
COc1nc(Nc2cccc(C)c2)nc(N2CCCCC2)n1	.	-2%	?	i	i	8%	4µM*	i	i	-6%	0%
N#CCCN1CCn2c1nc1ccccc12	-0.8%[57.5 µM]	-3%	-6%	i	i	-2%	4%	?	i	2%	-2%
CCOC(=O)CCCCC(=O)c1[nH]c(=O)[nH]c1CSc1nc2ccccc2[nH]1	-0.1%	-5%	-12%	i	i	2.5µM*	-2%	i	i	0%	2%
C=CCn1c(SCc2cccc(C#N)c2)nnc1-c1ccccc1O	-0.4%	-10%	3%	.	.	-1%	-13%	.	.	0%	.
CS(=O)(=O)N1CCN(c2nc(-c3ccc(F)cc3)cs2)CC1	-1.3%[9.22 µM]	-8%	4%	.	.	-3%	-1%	.	.	16%	2%
CC(C)OCCCNS(=O)(=O)c1ccc2c(c1)OCCO2	5.8%	1%	4%	i	i	-1%	5%	?	i	4%	3%
COC(=O)c1ccc(Cn2nnc3ccccc3c2=O)o1	-1.7%	-3%	1%	i	i	0%	-7%	?	i	0%	1%
Cc1c(C(=O)Nc2ccc(F)cc2)oc2ccc(S(=O)(=O)N3CCC4(CC3)OCCO4)cc12	-0.3%[57.5 µM]	-3%	0%	i	i	0%	-16%	?	i	-3%	-8%
CN(C)CC(C)(C)CN1c2ccccc2Sc2ccccc21	2.5%[9.22 µM]	-5%[11.4 µM]	12%[11.4 µM]	i	i	-9%[11 µM]	8%[11.4 µM]	i	i	3%[9.17 µM]	-1%[9.22 µM]
